EPAC1 ag = activates human EPAC1 exchange factor. EPAC1 agonist qHTS, biochemical assay; response scale: 100% = response to 6.5 mM cAMP. Potency, µM (doses to about 154 µM), inactives show at the top dose activation, usual class: activators. 360,000 tested, 0.073% active. AID 720707; also: potency is read from the fitted curve at half-maximal effect; nearly all actives have a fitted effect of over 60% in size
Target sequence (O95398 whole entry, looked up): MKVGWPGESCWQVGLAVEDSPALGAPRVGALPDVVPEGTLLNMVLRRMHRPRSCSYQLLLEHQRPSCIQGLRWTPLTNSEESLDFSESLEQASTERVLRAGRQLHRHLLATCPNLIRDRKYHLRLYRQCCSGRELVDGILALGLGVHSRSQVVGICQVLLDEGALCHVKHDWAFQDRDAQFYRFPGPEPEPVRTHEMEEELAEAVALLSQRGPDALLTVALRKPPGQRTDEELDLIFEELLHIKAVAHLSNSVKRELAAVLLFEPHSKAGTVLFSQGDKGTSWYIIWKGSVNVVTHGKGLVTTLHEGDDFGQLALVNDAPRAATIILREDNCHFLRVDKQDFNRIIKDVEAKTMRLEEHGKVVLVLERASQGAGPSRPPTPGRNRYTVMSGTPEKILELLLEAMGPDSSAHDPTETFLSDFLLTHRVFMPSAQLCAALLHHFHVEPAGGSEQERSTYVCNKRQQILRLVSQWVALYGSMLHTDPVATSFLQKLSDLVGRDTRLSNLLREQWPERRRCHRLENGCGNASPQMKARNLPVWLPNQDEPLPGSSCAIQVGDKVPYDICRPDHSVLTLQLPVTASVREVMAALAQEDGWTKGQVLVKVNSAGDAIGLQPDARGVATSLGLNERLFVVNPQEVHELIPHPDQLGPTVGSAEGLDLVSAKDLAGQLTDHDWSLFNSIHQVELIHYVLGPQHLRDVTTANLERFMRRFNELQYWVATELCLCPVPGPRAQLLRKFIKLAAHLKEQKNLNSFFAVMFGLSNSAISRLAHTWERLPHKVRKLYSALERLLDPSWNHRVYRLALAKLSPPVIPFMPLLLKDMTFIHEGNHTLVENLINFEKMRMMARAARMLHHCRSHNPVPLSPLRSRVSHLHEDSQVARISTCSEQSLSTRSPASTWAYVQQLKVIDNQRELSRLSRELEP
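Read-out is the fluorescence drop as BODIPY-GDP leaves Rap1B (480 nm excitation, 540 nm emission), recorded every 5 minutes over 30 minutes. Reactions held 100 nM EPAC1, 250 nM Rap1B–BODIPY-GDP and 50 uM GDP, with 6.5 mM cAMP setting full activation.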
GLP1R cytotox = cytotoxicity counter-screen for GLP-1 receptor inverse agonists; HEK293 cAMP-luciferase reporter cells, luminescence, 24 h; Potency, µM (titrated, usually from 38.3 µM), without a hit: top-dose activity change, negative = inhibition, usual class: inhibitors; 410,000 tested, 0.13% active;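 also: loss of luciferase light is scored as toxicity; potency is read from the fitted curve at half-maximal effect; % is scaled to controls: 0 for no effect and ±100 for the full control effect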
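Quantitative HTS format, 1536 wells, 200 cells/uL seeded. Compounds: 23 nL, 24 h, 37 °C. Detection: luciferase reagent, luminescence at 12 min RT; decreased signal taken as cytotoxic.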
PTHR1 ag = activates the human parathyroid hormone receptor PTHR1 | AID 743266 | 410,000 tested, 0.075% active | Potency, µM (series often up to 115 µM), for the others: top-dose activation, usual class: activators | HEK293 GP2 PTHR1 cells, GloSensor cAMP luminescence, 1 h | Q03431; also: potency is read from the fitted curve at half-maximal effect; nearly all actives have a fitted effect of over 55% in size; some results filed as inactive show a strong effect at the top dose; inactives centre near -15; many of its hits are not listed in these tables
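HEK-293-derived GP2 cells expressing PTHR1 and a GloSensor cAMP reporter, 3,000/well, plated overnight, given luciferin plus IBMX (each 0.5 mM as added) for 1 h at 37 °C, then compound for 1 h at 37 °C. Luminescence was read after 15 min at room temperature.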
PLK1 PBD block = PLK1 (human) polo-box domain binding inhibition. P53350. Plk1 PBD binding of FITC phosphopeptide, fluorescence polarization. Potency, µM, inactives show max response, negative = inhibition, actives largely listed as inhibitors. 360,000 tested, 2.8% active. AID 720504; also: potency is read from the fitted curve at half-maximal effect; series mostly up to about 57 µM; % is scaled to controls: 0 for no effect and ±100 for the full control effect; nearly all actives have a fitted effect of over 65% in size
GLP-1R inv ag = acts as inverse agonist at human GLP-1 receptor; HEK293 GLP-1R CRE-luciferase, luminescence, 24 h; GLP-1R form is constitutively active; AID 624417; 410,000 tested, 1.6% active; Potency, µM (highest dose often 38.3 µM), for the others: at the highest dose activity change, negative = inhibition, usual class: inhibitors; also: potency is read from the fitted curve at half-maximal effect; % is scaled to controls: 0 for no effect and ±100 for the full control effect; nearly all actives have a fitted effect of over 55% in size
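GLP-1R inverse agonism mode: basal reporter luminescence in engineered HEK293 cells measured after one day of compound exposure at 37 deg C, with a 12 min room-temperature detection step.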
EPAC1 antagonist = blocks human EPAC1 exchange factor | O95398 | 360,000 tested, 0.14% active | Potency, µM (titrated, usually from 115 µM), for the others: top-dose activity change, negative = inhibition, hits mostly inhibitors | AID 720709 | EPAC1 GEF assay, Rap1b-BODIPY-GDP exchange fluorescence;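 also: potency is read from the fitted curve at half-maximal effect; plate controls were vehicle for no effect and positive control for full effect; nearly all actives have a fitted effect of over 50% in size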
GLP1R ag = activates the human GLP-1 receptor | HEK293 GLP-1R CRE-luciferase, luminescence, 4-6 h; cells express a hypersensitive GLP-1R form | Potency, µM (series often up to 45.6 µM), without a hit: at the highest dose activation, actives largely listed as activators | P43220 | 380,000 tested, 0.007% active; also: potency is read from the fitted curve at half-maximal effect; % of control where 0% means no effect
PI5P4Ka inh = inhibitors of human PI5P4K alpha. P48426. PI5P4Kalpha enzyme, ADP-Glo luminescence, 60 min; stronger effect = lower value. max response, %. 330,000 tested, 1.2% active; active = max response of -50% or lower; inconclusive = between -30% and -50%; inactive = -30% or higher; also: value at the top dose of about 77 µM; % is scaled to controls: 0 for no effect and ±100 for the full control effect
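qHTS, 1536-well: enzyme/substrate mix, compound by pin tool, 5 microM ATP final; RT 60 min; ADP-Glo reagents 1 (45 min) then 2 (30 min); luminescence.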
IL-2 act = activates IL-2 in a cell-based reporter assay. AID 652025. IL-2 activation reporter assay, cell-based qHTS; stimulated with anti-CD3/CD4/CD28 beads; in transgenic mouse T cells. 360,000 tested, 0.065% active. activation, % (series mostly up to about 46 µM); in the data active = activation above about 50%; inconclusive = mostly about 30% to 49%; also: 0% is about no effect
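Unstimulated transgenic mouse T cells preincubated 60 min with compound, then stimulated with anti-CD3/anti-CD4-coated beads plus anti-CD28 for 18 h at 37 degrees C. IL-2 response read as EGFP and DsRed fluorescence by plate cytometry.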
* = called active by the depositor; i = inactive; ? = inconclusive; / = no result given; & = joins results of further samples; [ ] = dose if it differs, or a comment. Unless noted, calls follow the shape of the dose curve; as a rule, active = well fitted curve in the direction sought with a large enough effect; inconclusive = small, poorly fitted or top-dose-only effect, or another doubt; inactive = no such curve, though single readings can be large; an effect the other way counts as inactive or inconclusive. Some of the compounds tested (hit frequency here may not be typical).

The line under a structure holds: EPAC1 ag	GLP1R cytotox	PTHR1 ag	PLK1 PBD block	GLP-1R inv ag	EPAC1 antagonist	GLP1R ag	PI5P4Ka inh	IL-2 act
- CC1(C)CC(=O)C(Sc2nnc(-c3ccc(NS(C)(=O)=O)cc3)n2Cc2ccco2)C(=O)C1
→ 9%	5%	-9%[57.5 µM]	-15%	9%	7%	1%	/	-3.1
- CCC1C(=O)Nc2ccccc2N1C(=O)c1ccc(Cl)nc1 (configuration not stated)
→ 2%	-12%	-8%	-7%	19%	-3%	7%	0	-3.3
- COc1ccc2sc(N(CCN(C)C)C(=O)/C=C/c3cccs3)nc2c1
→ -13%	?	i	-2%	?	-9%	-6%	1	1.0
- O=C(O)c1cccc(NC(=S)NC(=O)c2cccc(OCc3ccccc3)c2)c1
→ 3%	-4%	i	-29%	9%	-1%	-2%	-27	1.4
- CN(C)N=Nc1nc2c(c(=O)n(C)c(=O)n2C)n1CC1CO1 (configuration not stated)
→ 6%	-3%	i	-14%	?	18%	-4%	-5	0.3
- CCOCCCNC(=S)N1CCN(Cc2ccc3c(c2)OCO3)CC1
→ -1%	-12%	-21%	-8%	?	-18%	4%	-1	1.5
- COCCn1c(SCC(=O)Nc2ccc(Cl)cn2)nnc1-c1ccncc1
→ 3%	2%[7.66 µM]	-2%	9%	-8%[7.66 µM]	13%	-1%	2	1.6
- CCCCn1c(N)c(N(CCC(C)C)C(=O)c2cc(-c3ccco3)nc3ccccc23)c(=O)[nH]c1=O
→ -11%	10%	i	-24%	11%	-19%	0%	-70*	0.3
- O=C(CCc1ccccc1)Nc1nccs1
→ 2%	3%	i	-4%	16%	-4%	4%	6	1.4
- CC(=O)Nc1ccc(NC(=O)Cn2cnc3c(nnn3Cc3ccc(F)cc3)c2=O)cc1
→ -5%	15%	-1%	-12%	18%	-16%	-1%	-9	0.7
- Cc1ccc(S(=O)(=O)C2(C(=O)Nc3ccc4c(c3)OCO4)CC2)cc1
→ 5%	-21%	1%	4%	-7%	7%	0%	-2	-4.2
- CCc1ccc2c(c1)NC(=O)C2(C)Cc1ccccc1 (configuration not stated)
→ -9%	-4%	-10%	9%	?	-4%	3%	-7	1.2
- O=C(COCc1cc(-c2ccc3c(c2)OCO3)on1)N1CCN(c2ccccc2)CC1
→ -5%	14%&19%	-30%&-61%	-4%	?	2%	-5%	-7	-3.4
- O=C(CCCN1C(=O)NC2(CCCC2)C1=O)NCc1ccccc1
→ 5%	-21%	i	1%	2%	7%	-4%	4	-0.8
- CC(=O)c1cccc(NC(=O)CC2SC(N3CCCCC3)=NC2=O)c1 (configuration not stated)
→ 8%	-7%	i	-9%	3%	2%	0%	0	0.8

Later entries
The line under a structure holds: EPAC1 ag	GLP1R cytotox	PTHR1 ag	PLK1 PBD block	GLP-1R inv ag	EPAC1 antagonist	GLP1R ag	PI5P4Ka inh	IL-2 act
- O=C(Cn1nnc(-c2cccs2)n1)N1c2ccccc2Sc2ccc(C(F)(F)F)cc21
→ -10%	10%	i	-1%	?	-15%	-11%	-7	2.5
- NC(=O)c1ccc(NC(=O)COC(=O)/C=C/c2ccc(Br)o2)cc1
→ 11%	-10%	-10%	-24%	9%	11%	-4%	-58*	-1.6
- CCOC(=O)C(C#N)=C1CCN(Cc2ccccc2)CC1
→ 11%	4%	-9%	-16%	0%	-5%	-2%	-1	-0.7
- Cc1cccc(N2CCN(C(=O)c3cccc(S(=O)(=O)N4CCOCC4)c3)CC2)c1C
→ 3%	-2%	-26%	-6%	?	-1%	-4%	5	-0.3
- Cn1nc(CC(=O)N2CCN(c3ccccc3)CC2)c2ccccc2c1=O
→ 3%	-2%	-14%	-5%	1%	8%	-9%	-3	-2.8
- Cn1c(SCc2cccnc2)nc2c(c1=O)SCC2
→ 1%	-5%[7.66 µM]	i	-7%	4%[7.66 µM]	12%	3%	-14	0.5
- Cc1ccc(C(=O)OCC(=O)Nc2ccccc2C(F)(F)F)cc1S(=O)(=O)N1CCCCC1
→ -2%	-4%	-15%	-1%	10µM*	-1%	16%	-7	-4.6
- O=C(CN(Cc1ccc(F)cc1)C(=O)CNS(=O)(=O)c1ccccc1)NCC1CCCO1 (configuration not stated)
→ 1%	-3%	1%	-9%	8%	12%	0%	2	0.4
- FC(F)(F)c1cc(-c2ccccc2)nc(N2CCCCC2)n1
→ -6%	41%	-13%	-2%	?	11%	-1%	0	-0.2
- Cc1cc(F)ccc1S(=O)(=O)NCC(c1cccnc1)N1CCc2ccccc21 (configuration not stated)
→ -1%	1%	-14%	1%	?	-25%	0%	6	-0.3
- CN(NC1OC(=O)c2ccccc21)c1ncc(Cl)cc1C(F)(F)F (configuration not stated)
→ 5%	0%	-19%	-8%	13%	16%	5%	0	-0.7
- CCC(=O)c1cc(F)ccc1OCC(=O)N1CCN(c2ccc(F)cc2)CC1
→ -7%	-3%	-36%[inhibitor]	2%	-5%	2%	-6%	0	0.0
- O=C(NC1CCCC1)C(=O)c1c[nH]c2ccccc12
→ 4%	-7%	-7%	3%	1%	-8%	1%	0	2.2
- Nc1nc(SCc2ccc(Cl)cc2Cl)c2ncn(C3OC(CO)C(O)C3O)c2n1 (configuration not stated)
→ 0%	-15%	i	-6%	-24%	-14%	7%	2	0.3
- CCc1nc2ccc(C(=O)N3CCN(S(=O)(=O)CC)CC3)cn2c1N(C=O)Cc1ccc(OC)cc1
→ 17%	3%	i	-6%	26%	-4%	-1%	-4	0.2

Next section.
The line under a structure holds: EPAC1 ag	GLP1R cytotox	PTHR1 ag	PLK1 PBD block	GLP-1R inv ag	EPAC1 antagonist	GLP1R ag	PI5P4Ka inh	IL-2 act
- CN1CCC(=NNC(=O)C(=O)NC2CCCCC2)CC1
→ 1%	-4%	-12%	-9%	-1%	13%	-4%	/	-1.1
- COc1ccc(CN2CCNC(=O)C2CC(=O)NCCCC2CCCC2)c(C)c1C (configuration not stated)
→ -43%[inhibitor]	7%	-9%	-4%	?	-12%	2%	-2	-0.7
- COc1ccc(CNC(=O)CSc2nc(-c3ccc(OC)cc3)cc(C(F)(F)F)n2)cc1
→ /	8%	-6%	/	14%	/	1%	/	/
- NS(=O)(=O)c1ccc(NC(=O)CCC2CCCCC2)cc1
→ 8%	4%	i	-6%	4%	3%	0%	/	1.4
- COc1cc(NC(=O)C(C)Oc2ccccc2)c(C(=O)O)cc1OC (configuration not stated)
→ 2%	-5%	-22%[57.5 µM]	-4%	5%	-4%	-10%	-1	2.0
- CN(Cc1ccccc1)CC(O)COc1ccc(CNCc2cc3ccccc3s2)cc1 (configuration not stated)
→ 1%	-8%	-20%	5%	?	-2%	-1%	2	-4.5
- COc1cccc(/C=N/NC(=O)c2ccc(N(C)S(=O)(=O)c3ccccc3)cc2)c1OC
→ 11%	7%	i	-2%	6%	-3%	1%	0	-2.9
- O=C(NCc1ccccn1)C(=O)NN=C1CCCCCCC1
→ 13%	2%	-37%[inhibitor]	0%	7%	7%	1%	1	0.5
- NC(=O)NC(CC(=O)NNC(=O)c1cccs1)c1ccc(Cl)cc1 (configuration not stated)
→ 5%	1%	i	5%	16%	0%	-5%	-2	-0.2
- CCN(Cc1ccccc1)S(=O)(=O)c1ccc(S(=O)(=O)N2CCN(CCC#N)CC2)cc1
→ -10%	-30%	-43%[inhibitor]	-1%	1%	-1%	-4%	-6	0.3
- COc1ccc(C(=O)Nc2ccccc2C(=O)NC2CC2)c(OC)c1OC
→ 5%	6%	-19%	2%	2%	1%	-4%	1	-0.9
- COc1ccc(-c2[nH]ncc2CN2CCSCC2)c(OC)c1
→ 1%	-8%	-2%	6%	-4%	0%	-2%	-1	-0.1
- CN(C)C(=O)C1OC(C)(C)OC1C(=O)N(C)C (configuration not stated)
→ 5%	-3%	-6%[57.5 µM]	-1%	-2%	-6%	-3%	/	-2.0
- CC1=CC(C)(C)N(C(=O)CSc2nncn2C)c2ccccc21
→ -8%	-6%	i	-3%	0%	-2%	0%	/	-2.1
- Cc1ccc(N=C2CSC(=O)N2)cc1
→ -4%	-7%	i	-6%	4%	-5%	-4%	4	-0.5

(cont.)
The line under a structure holds: EPAC1 ag	GLP1R cytotox	PTHR1 ag	PLK1 PBD block	GLP-1R inv ag	EPAC1 antagonist	GLP1R ag	PI5P4Ka inh	IL-2 act
- C/C(=N\NC(N)=S)c1ccncc1
→ 5%	-16%	-24%	-5%	-3%	-8%	-2%	-3	-0.3
- COc1cccc(/C=C2\SC(=N)N(c3ccc(F)cc3)C2=O)c1
→ 10%	14%	i	-5%	6%	-10%	4%	8	0.6
- CCc1nnc(NC(=O)COc2ccc3c(c2)OCO3)s1
→ 2%	-2%	-5%	-17%	1%	-6%	4%	-1	0.4
- Nc1nc2n(n1)C(=O)CC(c1ccc(Cl)cc1)N2 (configuration not stated)
→ 13%	-1%	-9%	6%	16%	-3%	-2%	-2	0.0
- Cc1nc2c(C(=O)NCc3ccco3)cnn2c(C)c1Cc1ccc(F)cc1Cl
→ 19%	?	-36%[inhibitor]	-11%	0%	9%	-1%	/	4.9
- C[C@@H]1COC(=O)[C@H](Cc2ccc(F)cc2)CC/C=C/C[C@@H](CC(=O)N[C@@H](CO)Cc2ccccc2)C(=O)N1
→ 4%	9%	-34%[inhibitor]	-17%	-11%	-23%	2%	0	-0.7
- Cc1cc(C)n(CC(=O)NNC(=O)COc2ccc(Cl)cc2Cl)n1
→ 0%	-16%	i	-1%	-24%	-21%	-6%	6	2.1
- N#CC(C#N)=C1C=C2C=C(N3CCCCC3)CCC2CC1 (configuration not stated)
→ -68%[inhibitor]	0%	-10%	-5%	14%	414%[activator]	4%	1	11
- COc1ccc(NC(=O)CN2C(=O)NC3(CCCCC3C)C2=O)cc1S(=O)(=O)N1CCOCC1 (configuration not stated)
→ 5%	1%	i	-2%	47%	0%	16%	0	0.6
- CCc1cccc(OCC(=O)Nc2ccc(C)c(S(=O)(=O)N3CCCCCC3)c2)c1
→ 21%	7%	-19%	-2%	5µM*	-10%	7%	11	-1.0
- Cc1ccc(C(C)NC(=O)c2ccc3c(c2)OCCO3)cc1C (configuration not stated)
→ 7%	-1%	i	-6%	?	-2%	-11%	2	1.2

Screening data as filed in PubChem BioAssay.
